Compound activity as filed in PubChem.
JMJD2C inh: blocks human GASC-1 demethylase activity; Q9H3R0; GST-JMJD2C(1-420) H3K9me3 demethylation, DELFIA europium; inhibition, % at 2.35 µM; 330,000 compounds, 0.069% hits;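 active = more than half of a compound's replicate wells show inhibition beyond 50%, single wells judged on their own value; inconclusive = some, but no more than half, of replicates pass 50% inhibition; inactive = no replicate passes 50% inhibition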;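 note: signal counts dimethyl H3K9 product captured on neutravidin plate; 0% = median of DMSO wells and 100% = 0.3 times that DMSO median; strong numbers were not always called active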
TPT1 inhibitor: C. albicans TPT1 enzyme inhibition; recombinant caTPT1, FP RNA substrate dephosphorylation; 300,000 compounds, 0.81% hits; inhibition, % at 5 µM; AID 1962;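 active = inhibition above the mean of all tested compounds plus 3 SD, set per screening campaign, cut at about 24% in these data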;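 note: plate controls were DMSO alone for no effect and ferristatin control at 100 nM for full effect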
PP1 inh: counter-screen for PP5 inhibitors: inhibitors of human PP1-alpha. 320,000 compounds, 0.9% hits. AID 2235. inhibition, % at 6.7 µM. purified PP1alpha, OMFP fluorescence. P62136;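 active = inhibition above the mean inhibition of all tested compounds plus 3 SD, computed separately for each screening campaign, cut at about 15% in these data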
Target sequence (P62136 whole entry, looked up): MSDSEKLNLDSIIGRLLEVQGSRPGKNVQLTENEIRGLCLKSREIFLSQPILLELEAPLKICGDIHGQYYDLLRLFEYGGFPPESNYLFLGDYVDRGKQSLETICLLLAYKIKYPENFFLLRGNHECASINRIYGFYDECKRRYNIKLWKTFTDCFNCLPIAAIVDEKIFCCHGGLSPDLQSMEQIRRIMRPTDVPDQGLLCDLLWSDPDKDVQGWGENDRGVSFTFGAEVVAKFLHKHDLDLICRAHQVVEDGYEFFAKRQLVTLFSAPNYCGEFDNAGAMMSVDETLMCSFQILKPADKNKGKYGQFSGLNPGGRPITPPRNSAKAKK
CTSL1 counter: counter-screen for PFM18AAP inhibitors: inhibitors of F. hepatica cathepsin L1; inhibition, % at 5.96 µM; 300,000 compounds, 0.49% hits; recombinant F. hepatica cathepsin L1, Z-Leu-Arg-MCA fluorescence;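 active = inhibition above the mean of all tested compounds plus 3 SD, set per screening campaign, cut at about 17% in these data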;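 note: 0% = plate median of test compound wells and 100% = 1 µM Z-Phe-Ala-diazomethylketone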
HCV core dimer: HCV core protein dimerization inhibition. 300,000 compounds, 0.33% hits. inhibition, % at 5 µM. TR-FRET GST/Flag-core106 dimerization, 1536-well;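 active = inhibition above the mean of all tested compounds plus 3 SD, set per screening campaign, cut at about 45% in these data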
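Material: GST/Flag-tagged HCV core106 proteins. Incubation: 4 h, 22.5 °C incubation. Read-out basis: inhibition (%) from 671 over 617 nm ratio. Measured by: TR-FRET, excitation 340 nm, emission 617 and 671 nm.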
Efflux pump inh: antifungal efflux pump inhibition, Nile Red retention. AID 485275. inhibition, % at 10 µM. S. cerevisiae Candida pump triplex. 330,000 compounds, 0.44% hits;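 active = plate passing quality check with inhibition over a set limit, or well fluorescence over plate mean plus 4 SD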;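 note: Nile Red retained in pooled yeast measured as flow cytometry median fluorescence; 0% = buffer negative control and 100% = Enniatin B positive control; higher means more Nile Red kept so more efflux inhibition; some compounds called inactive have numbers as strong as hits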
PREPL inh: inhibits the human prolyl oligopeptidase-like enzyme; Q4J6C6; recombinant PREPL, fluorescence polarization activity-based probe; 320,000 compounds, 0.68% hits; inhibition, % at 5.96 µM; in the data active = inhibition above about 43%;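 note: 0% = enzyme with DMSO and 100% = wells lacking enzyme; many of its hits are not listed in these tables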
LYPLA2 counter: LYPLA2 (human) inhibition in PME1 counter-screen. recombinant LYPLA2, FP-Rh probe fluorescence polarization. inhibition, % at 5.9 µM. 320,000 compounds, 0.38% hits. AID 2177;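 active = inhibition above the screen-wide mean plus 3 SD, limit set per campaign, cut at about 26% in these data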;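 note: 0% = LYPLA2 with DMSO and 100% = wells lacking LYPLA2 enzyme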
Target sequence (O95372 whole entry, looked up): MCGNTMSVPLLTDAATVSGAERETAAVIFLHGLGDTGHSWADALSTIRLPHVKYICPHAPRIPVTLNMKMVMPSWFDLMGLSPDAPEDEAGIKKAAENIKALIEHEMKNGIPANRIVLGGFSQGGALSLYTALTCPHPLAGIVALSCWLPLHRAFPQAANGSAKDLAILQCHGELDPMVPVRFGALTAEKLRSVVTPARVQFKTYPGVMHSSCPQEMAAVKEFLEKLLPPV
PP5 primary: blocks human protein phosphatase 5 activity; purified PP5c, OMFP substrate fluorescence; 320,000 compounds, 0.18% hits; P53041; AID 1987; inhibition, % at 6.7 µM;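 active = inhibition above the campaign's mean inhibition across all tested compounds plus 3 SD, cut at about 9.5% in these data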;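 note: 0% = DMSO only and 100% = 100 µM cantharidin control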
Target sequence (P53041 whole entry, looked up): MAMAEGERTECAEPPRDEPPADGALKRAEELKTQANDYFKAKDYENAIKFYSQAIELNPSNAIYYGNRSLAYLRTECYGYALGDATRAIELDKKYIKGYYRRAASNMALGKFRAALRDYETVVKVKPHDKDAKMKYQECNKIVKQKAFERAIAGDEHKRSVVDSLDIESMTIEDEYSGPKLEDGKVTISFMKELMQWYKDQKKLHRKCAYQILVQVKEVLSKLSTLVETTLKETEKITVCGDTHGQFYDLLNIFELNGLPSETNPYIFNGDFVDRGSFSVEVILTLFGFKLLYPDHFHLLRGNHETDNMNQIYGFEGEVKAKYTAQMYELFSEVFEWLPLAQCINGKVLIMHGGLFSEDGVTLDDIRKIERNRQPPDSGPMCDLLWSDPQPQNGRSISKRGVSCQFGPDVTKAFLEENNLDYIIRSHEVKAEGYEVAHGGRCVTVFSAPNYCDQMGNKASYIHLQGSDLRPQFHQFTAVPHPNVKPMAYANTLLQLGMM
Starred values were filed as active, the others as inactive; ? = inconclusive; . = not tested or not shown. This is a subset; count on the stated rates, not on these rows.

Structure	PP1 inh	Efflux pump inh	HCV core dimer	PREPL inh	JMJD2C inh	LYPLA2 counter	PP5 primary	CTSL1 counter	TPT1 inhibitor
CN1CCN(c2nc3ccccn3c(=O)c2C=C(C#N)C#N)CC1	-1	-0.2	0	0	9	0	-1.5	0	-1
Cc1cc(/C=C(\C#N)C(=O)NCc2ccco2)c(C)n1C1CCCC1	6	0.2	6	4	-7	-2	4.6	0	7
COc1ccccc1OCCNC(=O)c1cccs1	-5	0.0	5	16	-7	-4	2.4	-1	2
COc1ccc(OC)c(S(=O)(=O)NCCO)c1	-3	-0.1	-3	4	4	0	-3.4	-3	0
COc1ccccc1CN(C)C(=O)c1cccc(S(=O)(=O)N2CCCc3ccccc32)c1	2	0.2	.	7	-3	0	2.9	.	.
CCCCCCCOC(=O)c1nc(Cl)c(Cl)c(N)c1Cl	0	0.1	5	10	-1	-11	2.9	7	-3
COC(=O)c1ccc(NC(=O)CSc2nnc(COc3ccc4c(c3)CCCC4)o2)cc1	-2	0.0	4	0	6	-7	0.5	-1	-1
Cc1nonc1NC(=O)CSc1ccccn1	-3	0.0	2	-2	1	-1	0.0	0	-3
Clc1cccc(CSc2nnc(-c3sccc3-n3cccc3)o2)c1	0	0.1	4	4	1	-11	1.3	4	-4
CN(Cc1ccccc1)c1ncnc2ccc(Br)cc12	1	0.1	25	-8	41	2	1.5	3	-2
CC1CC(C)(C)N(C(=O)NC2CCCCC2)c2ccccc21 (stereo not given)	-9	0.1	-7	24	20	-5	3.0	-2	3
Nc1ccc([N+](=O)[O-])cc1C(=O)NNC(=O)c1ccco1	-2	0.1	-3	2	6	4	0.6	4	1
CC(OC(=O)/C=C/c1ccco1)C(=O)NC1CCCCC1C (stereo not given)	-2	0.0	.	6	3	3	-0.2	.	.
C=CCCC(=O)NC1CC(C)(C)Cc2c1cnn2-c1cccc(F)c1 (stereo not given)	-3	0.0	3	-9	-4	-3	0.1	0	-2
C/C(=N\NC(=O)c1cccs1)C(C)(C)C	-4	1.9	-9	6	-4	-5	-3.1	3	2
CC(C)c1ccc(NC(=O)C(c2ccc3c(c2)OCO3)N2CCN(C(=O)c3ccco3)CC2)cc1 (stereo not given)	5	0.1	26	2	-6	-3	3.2	0	-1
CC(C)N(C(=O)CSc1nnc(NC(=O)c2ccco2)s1)C(C)C	-2	0.1	-1	6	4	-6	-1.0	1	2
CC1=NN(/C(=N\c2nnc(C)s2)Nc2ccccc2)[C@H](c2cccc3ccccc23)S1	2	0.1	10	-59	-10	2	3.5	-2	-4
Cc1ccc(Cn2ccc(NC(=O)C3C4CCC(C4)C3C(=O)O)n2)cc1 (stereo not given)	0	0.0	-3	4	4	-2	1.2	-2	-3
COc1ccc(CCNC(=O)c2ccc(C)s2)cc1OC	2	0.0	-1	2	0	2	-1.4	-2	3
Cc1noc(C)c1CSc1nc2sc(C)c(C)c2c(=O)n1C1CCCC1	-4	0.2	2	3	-5	0	1.5	-1	0
COc1ccc(CN(Cc2ccc(C(=O)O)cc2)C(=S)Nc2ccccc2F)cc1OC	-5	0.1	0	3	2	5	0.6	-6	-2
C/C(=N\NC(=O)Cc1c[nH]c2ccccc12)c1ccc2ccccc2c1	-1	0.1	3	30	-21	4	1.4	5	0
COc1ccc(-c2sc(Nc3ccccc3)n[n+]2C)c(C)c1C	-1	0.2	-8	6	-14	-2	0.5	-4	0
CN(CCNC(=O)c1cccc(N2CCCC2=O)c1)Cc1ccccc1	-3	0.0	-4	8	-3	5	-0.3	-2	3
Cc1ccsc1CN(C)C(=O)CCc1nnc(COc2ccccc2)o1	-1	0.0	-3	-8	-5	-2	0.6	-2	2
Cc1ccnc(NC(=O)CSc2cc(=O)n(C)c3ccccc23)c1	1	0.0	-2	-7	-3	3	0.6	3	1
O=C(NNC(=S)Nc1ccccc1)c1ccccc1[N+](=O)[O-]	-3	0.0	-3	1	2	-3	0.3	-1	0
Cc1ccc(NC(=O)CCCc2ccccc2)nc1	-2	-0.3	-1	-6	14	1	1.5	-3	-1
CC1(C)OC(C(O)(c2ccccc2)c2ccccc2)[C@@H](C(O)(c2ccccc2)c2ccccc2)O1 (stereo not given in full)	-4	0.0	14	-7	-1	1	0.4	-1	-3
COc1ccc(-c2nnc(-c3cccs3)o2)cc1OC	-3	-0.4	6	-4	-5	-1	-0.9	2	1
COc1cccc(-n2c(-c3ccco3)nc3nc4ccccc4nc32)c1	-4	0.2	15	2	4	2	2.0	3	0
O=C(c1cccc(NC2=NC3CS(=O)(=O)CC3S2)c1)N1CCN(c2ccc(F)cc2)CC1 (stereo not given)	-2	0.0	5	12	23	1	0.2	-1	0
FC(F)(F)c1cccc(OCc2nnc3n2CCC3)c1	-1	0.1	2	0	5	3	0.9	3	-1
Cc1c(NC(=O)C(Sc2ccccc2)c2ccccc2)cccc1[N+](=O)[O-] (stereo not given)	2	0.0	9	-15	-5	-37	3.2	-2	-4
CNC(=O)CC(C(=O)O)c1ccc(OCC(C)C)cc1 (stereo not given)	-3	0.9	-4	14	-13	-4	1.9	-1	3
COc1ccccc1OCCNC1CCCC1	0	0.0	-6	-3	-6	2	2.2	-1	-2
O=c1oc2ccccc2cc1N1CCOCC1	5	0.1	-14	9	0	-8	1.1	-2	-1
COCCCNc1nc2c(c(=O)n(Cc3ccc(Cl)cc3)c(=O)n2C)n1C	2	0.0	-15	17	-8	-2	3.7	3	-2
Cc1ccc2oc(-c3cccc(NC(=O)C4CCCO4)c3)nc2c1 (stereo not given)	-3	0.0	11	-51	-2	1	-0.2	2	-2
CCOC(=O)C1CCCN(S(=O)(=O)Cc2ccc(Cl)cc2)C1 (stereo not given)	-4	0.2	-8	-18	-1	0	2.6	-1	0
COC(=O)Cc1[nH]n(-c2nc3ccccc3s2)c(=O)c1C(C)=Nc1ccc(OC)cc1	-2	0.1	1	-3	5	1	-0.7	1	1
COc1ccc(C(CNS(=O)(=O)c2ccccc2)N2CCN(C)CC2)cc1 (stereo not given)	-9	-0.1	0	-3	?	7	0.4	-3	0
CC(C)(C)C1CCC2(CC1)Nc1cccc3cccc(c13)N2	31*	0.0	70*	19	12	-9	-1.3	-1	1
CCN1CCN(CC(=O)Nc2nc3ccc(OC)cc3s2)CC1	-1	0.0	-1	7	-1	6	0.7	3	-1
Cc1ccc(N=C2NC(=O)C(CC(=O)O)S2)cc1 (stereo not given)	-3	1.3	1	6	-7	-1	0.4	0	0
CCOCCCNC(=O)c1ccc(OC(C)=O)cc1	-10	-0.1	-2	5	-8	0	0.0	-10	0
COCCCNC(=O)/C(=C\c1cccn1C)NC(=O)c1cccs1	1	0.0	-11	1	20	5	1.9	-1	-3
Cc1ccc(S(=O)(=O)N2CCCC(C(=O)NCCC3=CCCCC3)C2)cc1 (stereo not given)	-8	0.5	0	-1	-5	-2	1.7	-2	-4
COc1ccc(CNCc2ccc(OC)c3ccccc23)cc1	4	0.1	-4	-2	3	5	-1.5	0	-1
O=[N+]([O-])C(C1CCS(=O)(=O)C1)C1CCS(=O)(=O)C1 (stereo not given)	-1	0.0	-2	-3	-1	-6	3.5	0	-3
COc1ccc(Cn2nnnc2C(CC(C)C)N2CCN(c3ccccc3)CC2)cc1 (stereo not given)	-1	0.1	10	-7	-1	-5	2.2	4	1
Cc1ccc(CNC(=O)C2=CCN(S(=O)(=O)c3ccc(C)cc3)CC2)cc1	-1	0.2	5	-9	11	3	-0.3	-2	-2
Cc1ccc(OCCC(=O)OCC(=O)Nc2ccc3[nH]c(=O)[nH]c3c2)cc1	-5	-0.1	1	20	76	3	-0.5	-29	-2
CS(=O)(=O)c1ccc2nc(NC(=O)CCNC(=O)c3ccccc3Cl)sc2c1	-1	-0.1	.	18	4	10	3.6	.	.
FC(F)(F)c1ccc2nnc(-c3c(Cl)cccc3Cl)n2c1	1	0.0	-4	-2	-5	5	-1.1	6	-2
CSc1nnc(N2C(=O)C(O)=C(C(=O)c3ccco3)C2c2ccccc2)s1 (stereo not given)	3	-0.2	-5	-4	41	-5	-0.8	1	-13
CS(=O)(=O)N1CCN(c2ccc(NC(=O)CSc3ccc(Cl)cc3)cc2)CC1	0	0.0	4	20	5	0	-1.2	2	2
CN(C)c1nc(SCc2ccccc2)nc(N2CCOCC2)n1	-4	0.2	-4	9	4	0	3.8	-1	0
Cc1ccc(NC(=O)CCS(=O)(=O)c2cc3[nH]c(=O)c(=O)[nH]c3cc2C)cc1	-4	0.0	7	2	4	-4	1.5	0	-4

(listing goes on)
Structure	PP1 inh	Efflux pump inh	HCV core dimer	PREPL inh	JMJD2C inh	LYPLA2 counter	PP5 primary	CTSL1 counter	TPT1 inhibitor
COC(=O)CNC(=O)COC(=O)/C=C/c1ccc(F)cc1	-3	0.0	1	-3	5	3	-1.7	0	6
CCOC(=O)/C(=C\c1ccccc1)C(=O)c1cc(C(C)=O)c(Nc2ccccc2)s1	1	-0.1	0	13	0	3	-0.4	2	-2
CN(Cc1ccccc1)C(=O)c1[nH]cnc1C(=O)Nc1nccs1	-4	0.2	.	-4	-1	-1	1.5	.	.
O=S(=O)(/N=C(/Nc1ccccc1)c1ccccc1O)c1ccccc1	-8	0.2	-4	17	10	-6	2.3	-2	0
O=C1CCC(=O)N1OCCCOc1ccc2c(c1)CCC2	0	-0.3	-6	0	7	3	-1.0	-2	0
CC(NC(=O)Cn1nc(C(=O)O)c2ccccc2c1=O)c1ccccc1 (stereo not given)	1	0.0	-7	-4	?	-6	1.6	-6	-8
CC(CC(=O)O)CC(=O)NNC(=O)c1cccc(Br)c1 (stereo not given)	-1	-0.1	1	-1	-6	-4	-0.4	-2	-3
Cc1cccc(C)c1-n1nnnc1-c1cnccc1C(F)(F)F	-2	0.0	2	-2	0	1	0.9	-4	2
Cc1ccsc1C1C2=C(CC(C)(C)CC2=O)Nc2ncnn21 (stereo not given)	-2	-0.1	0	-7	7	1	0.3	-3	-2
COc1ccc(-c2cc(=O)oc3c(C)c(OCC(=O)NCCCn4ccnc4)ccc23)cc1	-1	0.2	-7	-21	31	8	5.5	0	-1
CCOC(=O)OC(C)OC(=O)[C@@H]1N2C(=O)[C@@H](NC(=O)[C@H](N)c3ccccc3)[C@H]2SC1(C)C (stereo not given in full)	2	0.0	2	-7	.	-2	1.4	0	-2
CNC(=S)N1CCN(c2nc(-c3ccc(F)cc3)cs2)CC1	5	0.0	1	13	2	7	3.4	-1	-3
Cc1ccc(C(C(=O)NC2CCCCC2)N(Cc2ccco2)C(=O)C2COc3ccccc3O2)o1 (stereo not given)	1	0.2	24	9	-14	1	0.7	6	-1
COc1cccc(/C=C/C(=O)OCC(=O)Nc2cc(S(=O)(=O)N3CCOCC3)ccc2C)c1	4	-0.1	3	2	-2	11	2.8	-8	0
O=C(CN(c1cccc(Cl)c1)S(=O)(=O)c1ccc(Cl)cc1)NCc1ccccn1	-5	0.8	1	-12	10	4	2.5	1	0
